Compound activity as filed in PubChem.
Granule exo inh = blocks lytic granule exocytosis. inhibition, % at 10 µM. 360,000 tested, 0.66% active. AID 651702. TALL-104 LAMP-1 surface exposure, flow cytometry; cells stimulated with thapsigargin and PMA;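 active = inhibition above about 55%, limit read from the data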
H9c2 protect = protects H9c2 cardiomyocytes from peroxide injury | protection from H2O2 cell death, % at 20 µM | AID 588492 | H2O2 injury protection, ATPLite, 2 h | 360,000 tested, 0.63% active;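 active = compounds giving at least 50% protection of heart cells from peroxide-induced death in the single-dose screen, raw or plate-pattern-corrected value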;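 note: 0% = DMSO wells with peroxide and 100% = DMSO wells without peroxide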
Vif imaging = inhibitors of HIV Vif. AID 602346. HEK293T cells, Vif self-association by quenched fluorescence, imaging, 24 h. inhibition, % at 7.49 µM. 340,000 tested, 0.35% active; in the data active = inhibition above about 50%, passing the limit was not always enough; note: some results filed as inactive read as strong as hits
ABCB6 inh MLPCN = inhibitors of human ABC transporter ABCB6 | Q9NP58 | 360,000 tested, 0.19% active | fluorescence ratio to DMSO, % at 10 µM | K562-ABCB6 porphyrin accumulation, flow cytometry, 1 h; stronger effect = lower value;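 active = fluorescence ratio to DMSO below 75%, the collection mean minus 3 SD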;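 note: signal is porphyrin accumulated inside mitochondria; 100% equals median channel fluorescence of DMSO control wells; lower ratio means ABCB6 inhibition with less porphyrin fluorescence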
hiPSC survival = enhancers of human iPSC single-cell survival | hiPSC single-cell survival, ATPlite luminescence; 100% = ROCK inhibitor wells, 0% = DMSO | survival enhancement, % at 20 µM | 360,000 tested, 0.044% active; in the data active = survival enhancement above about 18%;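 note: cells exposed to compounds for 16 hours before the ATP read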
HTR2A ag = mouse HTR2A agonism via beta-arrestin recruitment; 360,000 tested, 0.66% active; activation, % at 7.6 µM; CHO-K1 mHTR2A beta-arrestin complementation, luminescence; percent of 30 µM serotonin response; AID 624169;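 active = activation above a run cutoff, the mean activation of all tested compounds plus 3 SD, cut at about 14% in these data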;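 note: 0% = plate median of compound wells and 100% = 30 µM serotonin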
Target sequence (P35363 whole entry, looked up): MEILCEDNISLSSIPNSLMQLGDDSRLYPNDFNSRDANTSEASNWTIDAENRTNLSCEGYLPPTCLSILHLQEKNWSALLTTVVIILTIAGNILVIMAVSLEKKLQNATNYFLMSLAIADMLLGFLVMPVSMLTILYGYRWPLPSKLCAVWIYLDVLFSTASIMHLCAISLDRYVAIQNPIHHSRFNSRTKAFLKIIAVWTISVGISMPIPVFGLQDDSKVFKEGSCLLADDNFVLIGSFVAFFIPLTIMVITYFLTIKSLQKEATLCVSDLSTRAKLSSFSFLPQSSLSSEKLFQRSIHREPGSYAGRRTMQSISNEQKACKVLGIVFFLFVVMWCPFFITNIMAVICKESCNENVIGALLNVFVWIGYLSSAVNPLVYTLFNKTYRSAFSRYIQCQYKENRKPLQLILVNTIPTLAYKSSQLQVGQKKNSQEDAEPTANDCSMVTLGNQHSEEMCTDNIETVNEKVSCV
N-glyco inh = blocks N-linked glycosylation in D54 reporter cells; D54 ERlucT glycosylation luciferase reporter, 24 h; percent of 100 nM tunicamycin response; reporter increase, % at 12.5 µM; 360,000 tested, 0.23% active; AID 588692;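 active = mean luciferase reporter signal, scaled so untreated is 0 and the glycosylation-blocking control 100, at or above a set limit in every replicate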;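 note: luciferase carries N-glycosylation sites so blocking glycosylation raises the light; 0% = median of neutral control wells and 100% = median of 100 nM tunicamycin wells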
PDI turbidity = inhibitors of human protein disulfide isomerase | P07237 | PDI insulin aggregation turbidity, A650, 90 min | inhibition, % at 10 µM | 350,000 tested, 0.052% active | AID 588391;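 active = mean inhibition across replicates of 30% or more, whatever share of single replicates reach that level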;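 note: absorbance from insulin aggregation driven by PDI reduction with DTT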
Target sequence (P07237 whole entry, looked up): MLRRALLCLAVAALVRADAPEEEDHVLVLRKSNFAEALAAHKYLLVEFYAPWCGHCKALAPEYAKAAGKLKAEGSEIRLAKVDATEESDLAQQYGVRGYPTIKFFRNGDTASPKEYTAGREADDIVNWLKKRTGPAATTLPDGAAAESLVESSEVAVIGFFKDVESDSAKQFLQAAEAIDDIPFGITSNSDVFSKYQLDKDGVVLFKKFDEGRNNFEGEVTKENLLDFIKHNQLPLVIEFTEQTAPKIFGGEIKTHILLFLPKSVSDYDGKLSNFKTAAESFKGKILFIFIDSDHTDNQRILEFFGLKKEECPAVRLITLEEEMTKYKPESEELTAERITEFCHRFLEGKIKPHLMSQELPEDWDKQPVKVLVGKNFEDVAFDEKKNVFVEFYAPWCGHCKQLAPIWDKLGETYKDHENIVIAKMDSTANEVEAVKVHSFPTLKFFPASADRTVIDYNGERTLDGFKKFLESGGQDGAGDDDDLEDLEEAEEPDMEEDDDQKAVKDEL
aDG glyco act = alpha-DG glycosylation activation. activation, % at 10 µM. Pro5-aDG cells, alpha-DG glycosylation AlphaScreen (IIH6); 0% Pro5, 100% B10-LARGE cell signal. 360,000 tested, 0.22% active;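 active = activation of at least 8% versus controls, or a plate z-score of at least 8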;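 note: Pro5 are CHO cells carrying HIG-tagged alpha-DG that lacks glycosylation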
CaV13 ICDI inh = Primary screen for inhibitors of IQ motif and Ca2+-dependent inactivation inhibitor domain binding in CACNA1D, Förster resonance energy transfer in living cells, …; HEK cells, CFP/YFP FRET ICDI-IQ, plate reader, 10 min; percent FRET-ratio fall versus neutral wells; inhibition, % at 12.3 µM; 340,000 tested, 0.098% active; AID 743397;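 active = mean replicate inhibition of at least 30% and at least 1% of replicates passing that level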;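 note: 0% = median of the neutral control wells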
* = called active by the depositor; nt = not tested or not shown.

SMILES | Granule exo inh | H9c2 protect | Vif imaging | ABCB6 inh MLPCN | hiPSC survival | HTR2A ag | N-glyco inh | PDI turbidity | aDG glyco act | CaV13 ICDI inh
CCOc1cc(N2CCOCC2)c(OCC)cc1NC(=O)COC(=O)COc1ccc(C#N)cc1 | -2 | 0 | 27 | 96 | -0.4 | 1 | 2 | -6 | 0.4 | -7
CCn1c(SC)nnc1-c1c[nH]c2ccccc12 | 17 | -18 | -5 | 99 | 0.3 | 2 | 1 | nt | 0.0 | -10
OC1(c2ccc(Cl)cc2)CCN(Cc2cn[nH]c2-c2ccc(F)cc2)CC1 | 0 | 3 | 8 | 96 | 1.0 | 1 | 0 | 6 | -0.1 | 2
COc1ccc(N2C(=O)CC(N3CCN(c4nc5ccccc5s4)CC3)C2=O)cc1 (centres undefined) | -4 | 0 | -7 | 93 | 1.9 | 10 | 1 | 1 | 0.0 | -4
CC(C)c1ccc(C(C(=O)NC2CCCCC2)N(C(=O)c2csnn2)C2CC2)cc1 (centres undefined) | 26 | 8 | -6 | 94 | -0.4 | 3 | -4 | 1 | 0.2 | -7
Cc1cc(C(=O)Nc2ccccc2C)on1 | -24 | -6 | 6 | 92 | 1.3 | 4 | -3 | 8 | -0.1 | -3
CCOC(=O)Nc1ccc2c(C)cc(=O)oc2c1 | 0 | -2 | -7 | 94 | -1.0 | -1 | 1 | -2 | 0.2 | -4
COc1cccc(C2c3c(oc4ccccc4c3=O)C(=O)N2c2ccccn2)c1 (centres undefined) | -5 | 13 | 6 | 94 | -0.7 | 2 | 2 | nt | 0.1 | -10
O=C(Cn1ncc2c([nH]c3ccccc32)c1=O)N1CCN(c2ccccc2F)CC1 | 1 | 14 | -2 | 95 | 0.2 | 12 | 4 | -2 | -0.3 | -14
Cc1ccc(NC(=O)Nc2nnc(-c3ccncc3)s2)cc1 | 16 | -30 | -31 | 96 | -0.5 | 2 | -13 | 4 | 0.9 | -5
CC(NC(=O)Cc1ccccc1)C(=O)O (centres undefined) | -5 | 1 | 8 | 100 | 6.5 | 3 | 3 | -13 | 0.0 | -10
CC(C)CN=c1cc(-c2ccccc2)oc2ccc(Cl)cc12 | 14 | -26 | -18 | 102 | -1.4 | -3 | 16 | 18 | 0.6 | nt
O=C1CSC(=Nc2ccc(O)cc2)N1c1ccc(O)cc1 | 1 | 20 | 3 | 90 | 0.8 | -1 | 3 | 5 | -0.1 | -2
O=C(Nc1cccc2ncccc12)C(Cl)(Cl)Cl | -7 | -3 | -1 | 101 | 2.7 | 2 | 3 | -6 | 0.0 | -8
Cc1cccc(N2CCN(C(=O)COc3ccc4c(c3)CCC4)CC2C)c1 (centres undefined) | 14 | -7 | -9 | 98 | -3.4 | 2 | -1 | -5 | 0.3 | -6
CCC/C(=N\NC(=O)c1ccco1)c1ccc(Cl)s1 | 0 | 4 | -11 | 101 | 0.1 | 2 | 0 | -20 | 0.2 | -3
Cc1ccc(S(=O)(=O)NNC(=O)CCC(=O)Nc2ccc(C)cc2C)cc1 | -1 | 16 | 12 | 96 | 2.8 | 2 | 0 | -1 | -0.1 | -19
O=C(NC1CCCC1)C(c1ccccc1)n1c(Cc2cc(F)cc(F)c2)nc2ccccc21 (centres undefined) | 2 | nt | nt | nt | nt | -1 | nt | nt | 0.4 | -8
COc1ccc(/C=C2\SC(=S)N(CCC(=O)Nc3ccc(C(=O)O)cc3)C2=O)cc1OC | 4 | 1 | -3 | 95 | -0.2 | -1 | -2 | 0 | -0.1 | nt
O=C(c1ccc2ccccc2c1)N1CCCCC1 | -2 | 2 | 5 | 96 | 0.2 | 1 | 0 | 14 | -0.1 | -7
CCOC(CNC(=O)c1cccn2c(=O)c3cc(Cl)ccc3nc12)OCC | 4 | 1 | -6 | 99 | 12 | 5 | 4 | -1 | 0.0 | -3
CCOc1ccc(CN(C)CC(=O)Nc2cccc3ccccc23)cc1OC | 1 | -8 | -3 | 99 | -0.2 | 0 | -1 | 3 | 0.5 | -1
O=[N+]([O-])c1cccc(C2Nc3cccc4cccc(c34)N2)c1 | 5 | -2 | -1 | 97 | -0.8 | 1 | 2 | 2 | -0.1 | -3
CS(=O)(=O)N(Cc1ccc(Cl)cc1)c1ccc(C(=O)NCC2CCCO2)cc1 (centres undefined) | -1 | -3 | 20 | 102 | 1.0 | 0 | 0 | 20 | -0.4 | -6
O=C(CN1CCCCCC1)Nc1ccccc1C(=O)Nc1ccccc1 | -4 | 0 | -4 | 100 | -0.4 | -8 | -5 | 17 | 0.3 | -6

Part of the list above, as labelled records:
O=C(CN1CCCCCC1)Nc1ccccc1C(=O)Nc1ccccc1
  Granule exo inh: -4	H9c2 protect: 0	Vif imaging: -4	ABCB6 inh MLPCN: 100	hiPSC survival: -0.4	HTR2A ag: -8	N-glyco inh: -5	PDI turbidity: 17	aDG glyco act: 0.3	CaV13 ICDI inh: -6

CCOc1cc(N2CCOCC2)c(OCC)cc1NC(=O)COC(=O)COc1ccc(C#N)cc1
  Granule exo inh: -2	H9c2 protect: 0	Vif imaging: 27	ABCB6 inh MLPCN: 96	hiPSC survival: -0.4	HTR2A ag: 1	N-glyco inh: 2	PDI turbidity: -6	aDG glyco act: 0.4	CaV13 ICDI inh: -7

CC(C)CN=c1cc(-c2ccccc2)oc2ccc(Cl)cc12
  Granule exo inh: 14	H9c2 protect: -26	Vif imaging: -18	ABCB6 inh MLPCN: 102	hiPSC survival: -1.4	HTR2A ag: -3	N-glyco inh: 16	PDI turbidity: 18	aDG glyco act: 0.6	CaV13 ICDI inh: nt

O=C(c1ccc2ccccc2c1)N1CCCCC1
  Granule exo inh: -2	H9c2 protect: 2	Vif imaging: 5	ABCB6 inh MLPCN: 96	hiPSC survival: 0.2	HTR2A ag: 1	N-glyco inh: 0	PDI turbidity: 14	aDG glyco act: -0.1	CaV13 ICDI inh: -7

Returning to the listing; the 4 compounds before the break are reprinted first.
SMILES | Granule exo inh | H9c2 protect | Vif imaging | ABCB6 inh MLPCN | hiPSC survival | HTR2A ag | N-glyco inh | PDI turbidity | aDG glyco act | CaV13 ICDI inh
CCOc1ccc(CN(C)CC(=O)Nc2cccc3ccccc23)cc1OC | 1 | -8 | -3 | 99 | -0.2 | 0 | -1 | 3 | 0.5 | -1
O=[N+]([O-])c1cccc(C2Nc3cccc4cccc(c34)N2)c1 | 5 | -2 | -1 | 97 | -0.8 | 1 | 2 | 2 | -0.1 | -3
CS(=O)(=O)N(Cc1ccc(Cl)cc1)c1ccc(C(=O)NCC2CCCO2)cc1 (centres undefined) | -1 | -3 | 20 | 102 | 1.0 | 0 | 0 | 20 | -0.4 | -6
O=C(CN1CCCCCC1)Nc1ccccc1C(=O)Nc1ccccc1 | -4 | 0 | -4 | 100 | -0.4 | -8 | -5 | 17 | 0.3 | -6
COc1ccccc1OCc1ccc(C(=O)NN)o1 | -5 | 3 | -1 | 102 | -0.2 | -4 | 1 | 3 | -0.1 | -5
CCCCCC(=O)NCc1c(C(F)(F)F)nn(C)c1N1CCOCC1 | -5 | 2 | 6 | 96 | -0.4 | 1 | 2 | -2 | -0.4 | -3
Cc1cccc(CC(=O)Nc2cc(C)c3c(=O)oc4ccccc4c3n2)c1 | -2 | -2 | 18 | 98 | -0.1 | 3 | 3 | -9 | -0.2 | -7
CC(C)NC(=O)COC(=O)c1ccc(Cl)c(S(N)(=O)=O)c1 | -1 | 0 | -5 | 97 | -0.3 | 0 | 1 | -2 | 0.0 | -6
Cc1ccccc1-c1n[nH]nc1C1=CC(=O)C[C@H](c2ccc(F)cc2)C1 | -3 | 5 | -4 | 100 | -1.4 | -2 | -2 | 10 | 0.1 | -6
COc1cc(OC)cc(C(=O)OCC(=O)NCCCc2ccccc2)c1 | 5 | 4 | -15 | 93 | 0.3 | -3 | 1 | -2 | 0.1 | -4
CCOC(=O)N1CCN(C(=S)Nc2ccc3nc(N4CCN(CC)CC4)cc(C)c3c2)CC1 | 2 | -1 | 8 | 98 | 0.0 | -7 | -4 | 0 | 0.8 | -5
COC(=O)c1ccc(NC(=O)C(C)N2C(=O)c3ccccc3C2=O)cc1 (centres undefined) | -2 | -2 | 23 | 98 | 3.5 | 1 | 2 | 2 | 0.5 | -4
Cc1cccc(N2CCN(C(=O)c3c(C)nn(Cc4ccccc4Cl)c3C)CC2)c1C | -4 | -6 | 8 | 92 | 4.7 | 2 | -2 | 7 | 0.3 | -7
c1ccc(-c2cc(-c3nnco3)c3ccccc3n2)nc1 | -4 | 10 | -3 | 101 | 0.9 | 3 | 2 | -5 | 0.0 | -6
Cn1c(SCC(=O)NCCc2ccccc2)nc2c([nH]c3ccccc32)c1=O | -3 | 6 | -1 | 94 | 1.1 | 1 | 9 | -9 | 0.2 | 2
O=C1CC(C(=O)Nc2ccccc2)N=C(N2CCCCC2)N1 (centres undefined) | 1 | 0 | 3 | 107 | 3.4 | 6 | 1 | 13 | -0.1 | -6
COc1ccc(CN2C(=O)c3ccccc3C2C(=O)NC2CCCC2)c(OC)c1 (centres undefined) | -1 | -4 | -5 | 97 | -0.3 | -2 | 4 | -3 | 0.0 | -7
N#C/C(=C\c1ccccc1[N+](=O)[O-])C(=O)NCc1ccccc1 | 11 | -4 | -1 | 100 | -0.6 | 1 | -5 | 10 | 0.1 | -18
O=C(CCCn1nnc2ccccc2c1=O)N[C@@H](Cc1ccccc1)C(=O)O | -2 | 0 | 2 | 98 | -0.2 | 2 | 0 | -3 | -0.1 | 5
COC(=O)c1ccc(CNC(=O)COC(=O)/C=C/c2cccc(OC)c2)cc1 | -4 | -6 | 1 | 95 | -3.3 | 4 | 1 | 7 | -0.5 | -6
Cc1c(C(=O)N(CCO)Cc2ccccc2)oc2c(F)cccc12 | -1 | 0 | -2 | 95 | -0.4 | 4 | 0 | 10 | -0.1 | 16
Cc1cc(C)nc(N2CCCC(C(=O)NC(C)C)C2)n1 (centres undefined) | 1 | 2 | -2 | 104 | 2.1 | -1 | 1 | 8 | -0.2 | 0
O=C1C(=O)c2ccc(-c3ccccc3)cc2-c2ccccc21 | 74* | -24 | -7 | 100 | -6.3 | 5 | -23 | 3 | -0.8 | -9
O=C(CCl)N(c1ccccc1)c1c[nH]c2ccccc12 | 1 | -18 | 4 | 91 | -3.5 | -1 | -7 | -3 | -0.7 | 0
Cn1c(=O)n(C)c2cc(S(=O)(=O)Nc3ccccc3)ccc21 | 1 | -4 | 0 | 95 | 1.8 | 4 | 6 | 1 | 0.2 | -5
COc1ccc(NC(=O)CSc2nnc(COc3ccccc3)n2Cc2ccco2)cc1OC | 3 | 4 | -2 | 87 | 0.1 | -3 | -1 | 7 | 2.7 | -5
CCNc1nc(OCCNC(C)=O)nc(N(C)C)n1 | 0 | 9 | nt | 93 | 0.3 | -3 | nt | 2 | 0.0 | -6
Cc1[nH]c(=O)[nH]c(=O)c1/C=N/NC(=O)[C@H](C)NC(=O)OC(C)(C)C | 3 | 1 | 11 | 111 | 0.2 | 4 | -2 | -1 | -0.1 | nt
CCOc1cc(/C=N/NC(=O)c2nnn(-c3nonc3N)c2C)ccc1OCc1ccc(C)cc1 | 16 | 9 | 9 | 99 | 0.7 | -8 | 3 | 7 | 0.0 | -17
